Screening results deposited in PubChem by National Center for Advancing Translational Sciences (NCATS).
Abeta yeast res: qHTS for compounds that reverse cellular toxicity of Amyloid beta (A-beta) peptide in yeast: Primary Screen | yeast expressing A-beta42, growth rescue, OD600, 48 h; response scale: 0% DMSO, 100% iron-clioquinol control | Potency, µM (highest dose often 46.1 µM), without a hit: top-dose growth rescue, usual class: activators | hit rate 0.063% among 410,000; note: potency is the fitted concentration of half-maximal effect; nearly all actives have a fitted effect of over 55% in size
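Yeast A-beta toxicity model in growth medium with pinned compounds, 48 h at 30 C; growth read as absorbance at 600 nm. Normalized to FeCl3/clioquinol equimolar mix (positive) and DMSO (negative).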
Nrf2 activator: qHTS of Nrf2 Activators | AID 624171, 2012 | hit rate 0.31% among 410,000 | AREc32 ARE-luciferase reporter (MCF7-derived line), luminescence, 24 h | Potency, µM (series often up to 46.1 µM), for inactives: top-dose activation, hits mostly activators; note: potency is the fitted concentration of half-maximal effect; % of control where 0% means no effect; nearly all actives have a fitted effect of over 65% in size
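AREc32 cells carrying an ARE-driven firefly luciferase reporter were seeded at 1000 cells/well in OPTI-MEM with 5% FBS, then exposed to compound for 24 hr at 37 deg C. Luminescence was read with Steady-Glo after 30 min at RT.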
HepG2 tox: qHTS for Inhibitors of TGF-b: Cytotox Counterscreen | HepG2 CAGA-GFP viability, ATP luminescence, 18 h | Potency, µM (titrated, usually from 46.1 µM), without a hit: at the highest dose activity change, negative = cytotoxicity, most hits filed as cytotoxic | hit rate 0.76% among 410,000 | AID 588856, 2011; note: potency is the fitted concentration of half-maximal effect; some results filed as inactive show a strong effect at the top dose
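CellTiter-Glo luminescence gave cytotoxicity after 18 hours at 37 degrees C. The cells were HepG2 CAGA-GFP in 1% FBS DMEM, stimulated with 500 pg/mL TGF-beta after compound addition. %Activity was normalised to no-cell wells (complete cell-killing) and DMSO (no toxicity), and curves were fitted and classified.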
A549 viability: Nrf2 qHTS screen for inhibitors: counterscreen for cytotoxicity; A549 ARE-Fluc cells, CellTiter-Fluor viability, 18-24 h; Potency, µM (series often up to 46 µM), for the others: at the top dose activity change, negative = cytotoxicity, hits mostly inhibitors; hit rate 0.16% among 390,000; note: potency is the fitted concentration of half-maximal effect; % is set by controls: 0 for no effect and ±100 for the full control effect
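A549 ARE_Fluc cells in 5% FBS OPTI-MEM were exposed to compounds in concentration-response for 18-24 h at 37 deg C. Viability was read by CellTiter-Fluor fluorescence (Ex 405/Em 525) after 30 min, before the luciferase read.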
Nrf2 block: Nrf2 qHTS screen for inhibitors. A549 ARE-Fluc reporter, luciferase luminescence, 18-24 h. Potency, µM (series often up to 46 µM), without a hit: at the top dose activity change, negative = inhibition, most hits filed as inhibitors. AID 504444, 2011. hit rate 2.1% among 360,000; note: potency is the fitted concentration of half-maximal effect; % is set by controls: 0 for no effect and ±100 for the full control effect; nearly all actives have a fitted effect of over 60% in size
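Cells were seeded and rested 2 h, then exposed to compounds for 18-24 h. CellTiter-Fluor was read first as a viability measure. BugLite was added 15 min before the final luminescent read of ARE-luciferase activity in A549 cells.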
Akt phos inh: HTS Assay for Inhibitors of Akt Phophorylation: Primary Screen; Neuro2A IGF-stimulated pAkt S473 HTRF, 20 min; active compounds read low; activity change, % for hits at 50 µM; hit rate 0.32% among 360,000; AID 651550, 2012; in the data active = activity change below about -80%; inconclusive = mostly about -51% to -80%; note: % is set by controls: 0 for no effect and ±100 for the full control effect
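Neuro2A cells (4,500/well, DMEM with 0.5% FBS) were treated with compound at a single 50 µM final concentration, stimulated with 6 nM IGF for 20 min at 37 °C, and lysed. Phospho-Akt Ser473 was read by HTRF as 665/615 ratio ×10^4.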
CCT modulator: High-Throughput Screening for Modulators of Cytosolic Chaperonin Activity | AID 651819, 2012 | purified chaperonin ATPase assay, HTRF ADP detection, 30 min | hit rate 0.3% among 360,000 | activity change, % (no concentration beside the values), hits read low; in the data active = activity change below about -30%; note: % is set by controls: 0 for no effect and ±100 for the full control effect
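First, chaperonin was dispensed at 40 nM or 20 nM final depending on batch activity. Next, compounds were pinned at 76 uM and ATP added at 10 uM. After 30 min at 37 °C, ADP detection reagents ran 30 min at ambient temperature.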
TGFb SMAD3 inh: qHTS for Inhibitors of TGF-b. HepG2 CAGA-GFP TGF-b/SMAD3 reporter, GFP fluorescence, 18 h; TGF-beta stimulated, 500 pg/mL final. hit rate 1.2% among 410,000. Potency, µM (series often up to 46.1 µM), for the others: at the highest dose activity, negative = inhibition, actives largely listed as inhibitors. AID 588855, 2011; note: potency is the fitted concentration of half-maximal effect; % is set by controls: 0 for no effect and ±100 for the full control effect; nearly all actives have a fitted effect of over 65% in size
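Read-out: total well GFP (ex488/em500-530) summed from mean per-cell fluorescence. Cells: HEPG2 CAGA-GFP, 1% FBS DMEM, 18 h at 37 degrees C with 500 pg/mL final TGF-beta. Unstimulated wells served as the full-inhibition control; stimulated DMSO wells = 0%.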
MmCpn inh: Inhibitors of TCP-1 ring complex (TRiC) of Methanococcus maripaludis (MmCpn): qHTS | Chaperonin Mm-Cpn (Methanococcus maripaludis) | purified Mm-Cpn ATPase, ADP Transcreener TR-FRET | Potency, µM (series often up to 76.9 µM), for the others: at the top dose activity, negative = inhibition, actives largely listed as inhibitors | hit rate 0.031% among 330,000; note: potency is the fitted concentration of half-maximal effect; % is set by controls: 0 for no effect and ±100 for the full control effect; nearly all actives have a fitted effect of over 80% in size
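Compound-treated chaperonin, 25 nM final, turns over 10 uM ATP at 37°C for 30 min following a 10 min preincubation; ADP generated competes with ADP-d2 for Eu-cryptate antibody, lowering FRET.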
The depositor's hits bear a star; i = inactive; ? = inconclusive; . = not tested or not shown; [ ] = another dose, or the depositor's remark. Unless noted, calls come from the whole dose curve; as a rule, active = well fitted curve in the direction sought with a large enough effect; inconclusive = small, poorly fitted or top-dose-only effect, or another doubt; inactive = no such curve, though single readings can be large; an effect the other way counts as inactive or inconclusive. Compounds as they come. Share with any hit: about 4.3%.

SMILES	Abeta yeast res	Nrf2 activator	HepG2 tox	A549 viability	Nrf2 block	Akt phos inh	CCT modulator	TGFb SMAD3 inh	MmCpn inh
Nc1c(Cl)ncnc1N/N=C/c1cccc(O)c1	16%	?	-37%	1%	-11%	i	0.5	-18%	0%
CC(C)Sc1nc2c(c(=O)n1-c1ccc(F)cc1)SCC2	-20%	-0.2%	-17%	0%	-3%	i	-1.2	3%	0%
COc1ccc(NC(=O)c2oc3ccc(S(=O)(=O)N(C)C4CCCCC4)cc3c2C)cc1	6%	0.5%	-13%	-2%	.	.	.	-28%	.
O=C(Cc1ccsc1-c1ccccc1)NO	9%	15%	-1%	-5%	23%	i	-9.1	12%	0%
O=C(CN1C(=O)c2ccccc2S1(=O)=O)c1ccc2c(c1)OCCCO2	-2%	-1.9%	-15%	-2%	0.18µM*	i	0.3	?	1%
Cc1ccc(S(=O)(=O)C=CS(=O)(=O)c2ccc(C)cc2)cc1	-78%[inhibitor]	?	-112%	.	.	i	-0.3	?	.
Cn1c(/C(C#N)=C/c2ccccc2Br)nc2ccccc21	-35%	8.9µM*	-53%	?	?	.	.	.	.
COc1cccc(NC(=O)CSc2nc(-c3ccccc3Cl)nc3c2Cc2c(CO)cnc(C)c2O3)c1	-15%	4.1%	-1%	-2%	?	.	.	0%	.
COCCn1c(C)cc(O)c(C(c2ccc(Cl)cc2)N2CCN(c3ccccc3)CC2)c1=O (stereo unspecified)	10%	0.6%	9%	4%	.	.	.	-5%	.
COc1ccc(NC(=O)CN(c2ccc(C)cc2)S(=O)(=O)c2c(C)nn(C)c2C)cc1OC	-7%	0.2%	-1%	-7%	8%	i	-0.1	-5%	2%
O=S(=O)(c1ccc(-c2csc(=Nc3ccccc3)n2CCCN2CCOCC2)cc1)N1CCOCC1	8%	3.3%	-25%	0%	-15%	i	-10	-2%	-4%
C/C(=N\Nc1nccnc1Cl)c1ccc(O)c(C)c1	4%	2.7%[9.22 µM]	-44%	1%	?	i	1.7	?	1%
COc1ccc(S(=O)(=O)N(CCCN2CCCC2=O)Cc2cc3c(C)cc(C)cc3[nH]c2=O)cc1	-11%	0.7%	5%	-2%	-5%	i	-0.9	1%	0%
COc1cc(OC)c(NC(=O)c2cc3c(s2)-c2ccc(Cl)cc2SC3)cc1Cl	-7%	-0.1%	-21%	4%	28%	.	.	-14%	.
O=[N+]([O-])c1ccc(-c2ccc(/C=N/O)o2)cc1	-26%	6.3%	-3%	-5%	?	i	-0.4	-4%	-1%
COc1ccc(OC)c(NC(=O)CSc2nnc(CNC(=O)c3cc(OC)c(OC)c(OC)c3)o2)c1	3%	-0.4%	-2%	1%	3%	i	3.5	0%	2%
CC(C)C(=O)N1CCC2(CC1)Oc1ccc(Cl)cc1C(=O)C21CC(c2ccc(Cl)cc2)=NO1 (stereo unspecified)	9%	0.7%	0%	3%	2%	i	2.0	0%	-2%
O=C(CCCN1C(=O)c2cccc3cccc(c23)C1=O)N1CCN(Cc2ccc3c(c2)OCO3)CC1	19%	3.0%	-22%	?	-22%	i	-1.1	-13%	-2%
COc1ccc([C@H]2N[C@]3(CCCN(Cc4cccn4C)C3=O)[C@H]3C(=O)N(Cc4ccccc4)C(=O)[C@@H]23)cc1	3%	-0.3%	-4%	.	.	i	-0.8	-5%	.
Cc1ccc(N2CCN(C(=O)c3ccccc3NC(=O)c3ccccc3C(=O)O)CC2)cc1	0%	4.4%	3%	4%	33%	i	1.8	5%	?
Cc1ccc([C@H]2C(C(=O)O)=CC[C@@H](c3ccc(Cl)c(Cl)c3)N2S(=O)(=O)c2ccc(C)cc2)cc1	-5%	3.3%	-53%	-10%	?	i	-0.6	?	0%
CC(=C/c1ccco1)/C=N/NC(=O)Cc1cccn1C	-11%	?	-2%	-4%	7%	i	-1.8	-4%	0%
Cc1cccc(-n2c(Cc3cc(=O)[nH]c(=O)[nH]3)nnc2SCC(=O)N2CCCCC2)c1	-8%	0.2%	-13%	-16%	-1%	i	-2.1	-5%	1%
CC1=CCC(C(=O)O)C(C(=O)NC2CCCCC2)C1 (stereo unspecified)	-8%	-0.5%	-8%	1%	-9%	i	1.4	4%	-1%
CC1C[C@@]2(NC(=O)NC2=O)C(C)CN1C (stereo partly specified)	-10%	-2.0%	10%	-9%	-11%	i	-12	39%[activator]	0%
Following part.
SMILES	Abeta yeast res	Nrf2 activator	HepG2 tox	A549 viability	Nrf2 block	Akt phos inh	CCT modulator	TGFb SMAD3 inh	MmCpn inh
Cn1c([N+](=O)[O-])cnc1N1CCN(c2nncs2)C1=O	10%	-0.8%	2%	2%	16%	i	0.1	12%	1%
Brc1ccc(C2Nc3cccc4cccc(c34)N2)o1	-20%	4.5%	-12%	-23%	-7%	i	-2.2	3%	1%
Cc1nn(CC(=O)Nc2ccc3c(c2)CCC3)c(C)c1[N+](=O)[O-]	-11%	-0.6%	0%	-10%	3%	i	-1.7	-9%	1%
S=C(Nc1ccccc1Cl)N(Cc1ccccc1)Cc1ccccn1	?	-0.1%	-5%	-10%	21µM*	i	1.9	-16%	0%
O=C(CC1C(=O)NCCN1C(=O)c1ccc(Cl)cc1)Nc1ccc(F)cc1 (stereo unspecified)	3%	-0.5%	-1%	8%	5%	i	-1.6	9%	1%
O=C(Cc1nnc(NC(=O)Nc2ccccc2)s1)NCc1ccccc1	9%	0.4%	8%	-4%	-36%	i	-2.3	7%	-2%
CN(c1ccccc1)c1ccc(/C=C(/CCC(=O)O)c2nc3ccccc3s2)cc1[N+](=O)[O-]	4%	0.0%	2%	-19%	?	i	-0.7	-26%	.
CCC1Oc2ccccc2N(CC(=O)NCc2cc(OC)ccc2OC)C1=O (stereo unspecified)	-20%	-0.2%	-2%	-2%	.	.	.	-8%	.
COc1cccc([C@@H]2CC=C(C(=O)O)CN2S(=O)(=O)c2ccc(C)cc2)c1	-4%	0.3%	-3%	-2%	-4%	i	-3.0	1%	0%
COc1cccc(OC)c1C(=O)NCc1ccco1	-1%	-0.8%	1%	.	.	i	0.8	-1%	.
COc1ccc(CNC(=O)CCS(=O)(=O)c2cccc3nonc23)cc1	17%	-0.4%	5%	0%	10%	i	0.8	-5%	1%
COc1ccc(N(CC(=O)NCc2ccco2)C(=O)CNS(=O)(=O)c2ccc(Cl)cc2)cc1	-1%	2.2%	24%	-1%	5%	i	-3.6	-14%	1%
Cc1cccc(N2CCN(C(=O)c3cccc(-n4c(C)nc5cccnc54)c3)CC2C)c1 (stereo unspecified)	16%	-0.2%	-30%	-1%	?	.	.	-27%	.
CC(C)CCNC(=O)COc1ccc2c(c1)C(=O)CC(C)(C)O2	-2%	-0.2%	0%	-3%	1%	i	-0.7	-4%	-5%
CCn1cc(CN2CCC(C(=O)Nc3ccc(Oc4ccccc4F)cc3)CC2)c(C)n1	0%	6.3%	-27%	-16%	-21%	i	-0.6	-7%	?
Cn1c(SCC(=O)Nc2ccccc2-c2ccccc2)nnc1-c1ccco1	17%	1.8%	-26%	1%	-7%	i	-0.4	-2%	-1%
COc1ccc(N(CC(=O)NC2CCCCC2)S(=O)(=O)c2c(C)[nH]c(=O)[nH]c2=O)cc1	6%	0.0%	-4%	0%	13%	i	0.0	-8%	0%
CCCOc1ccc(S(=O)(=O)Nc2ccccn2)c2ccccc12	-16%	0.0%	-1%	0%	-5%	i	-1.1	7%	0%
COc1ccccc1C(=O)NC(=S)NNC(=O)c1sc2ccccc2c1Cl	15%	5.7%	-8%	2%	?	i	0.8	?	2%
Cc1cc(C)c2nc(NC(=O)C3CC(=O)N(Cc4ccco4)C3)sc2c1 (stereo unspecified)	5%	4.7%	14%	1%	?	i	3.5	-3%	0%
O=C(Nc1ccccc1-c1nc2ccccc2[nH]1)c1ccc(S(=O)(=O)N2CCCCC2)cc1	23%	-0.9%	-14%	?	?	i	1.9	14%	1%
CCOc1ncccc1C(=O)OCc1c(Cl)cccc1Cl	24%	0.2%	-3%	13%	8%	i	1.0	1%	1%
CC(C)(C)n1nnnc1C(c1cccc(C#N)c1)N1CCN2CCCC2C1 (stereo unspecified)	-16%	0.4%	6%	0%	1%	i	1.2	15%	1%
Cc1cccc(NS(=O)(=O)c2csc(C(N)=O)c2)c1C	14%	0.0%	0%	0%	2%	i	-0.9	-8%	0%
COc1ccc(C(=O)N/C(=C\c2cccs2)C(=O)N2CCN(C)CC2)cc1OC	-1%	-0.2%	-3%	-4%	-15%	i	0.0	-6%	-1%
CCOC(=O)C1=C(C)C2C3C(=O)N(c4ccc(C)cc4C)C(=O)C3C1(C)C1C(=O)N(c3ccc(C)cc3C)C(=O)C21 (stereo unspecified)	3%	0.1%	-4%	12%	13%	i	-1.3	2%	3%

Quoted from the listing:
O=C(Cc1ccsc1-c1ccccc1)NO in Abeta yeast res has 9%
COc1ccc(N(CC(=O)NCc2ccco2)C(=O)CNS(=O)(=O)c2ccc(Cl)cc2)cc1 in TGFb SMAD3 inh has -14%
